S1P3 ag – activates the human S1P3 receptor | AID 373 | S1P3 NFAT-BLA reporter cells, agonism, FRET ratio; relative to 1 µM S1P, basal subtracted | Q99500 | 60,000 tested, 0.1% active | activation, % at 4.5 µM;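 active means activation above the screen-wide mean plus 3 SD, cut at about 4.5% in these data, passing the limit was not always enough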; further: some compounds called inactive have numbers as strong as hits
Target sequence (Q99500 whole entry, looked up): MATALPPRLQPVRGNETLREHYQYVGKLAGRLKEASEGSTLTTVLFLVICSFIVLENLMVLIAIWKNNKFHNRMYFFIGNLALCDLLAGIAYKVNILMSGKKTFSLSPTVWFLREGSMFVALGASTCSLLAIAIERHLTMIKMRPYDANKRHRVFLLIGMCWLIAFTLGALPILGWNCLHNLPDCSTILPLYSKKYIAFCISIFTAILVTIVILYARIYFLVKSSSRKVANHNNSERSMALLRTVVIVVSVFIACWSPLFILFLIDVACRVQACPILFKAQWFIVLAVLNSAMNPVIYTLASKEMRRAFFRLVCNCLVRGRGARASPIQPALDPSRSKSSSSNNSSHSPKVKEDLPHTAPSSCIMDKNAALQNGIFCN
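material = human S1P3 NFAT-BLA reporter CHO cells | schedule = 4 h compound at 37 °C, 2 h substrate at RT | measured by = fluorescent BLA substrate, ex 405 nm, em 460/535 nm ratio | controls = 1 µM S1P reference | replication = primary once, confirmation triplicate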
5-HT1A blocker – blocks the human serotonin 5-HT1a receptor. P08908. CHO 5-HT1a Ga15 NFAT-bla reporter, antagonist mode. inhibition, % at 10 µM. 62,000 tested, 0.68% active. AID 612;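 active means inhibition above the mean of all tested compounds plus 3 SD, cut at about 43% in these data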;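 further: receptor stimulated by 5-CT agonist at 100 nM near EC80; beta-lactamase reporter measured by ratiometric fluorescence of a cleavable substrate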
5HT1E antag – blocks the human 5-HT1E serotonin receptor; P28566; CHO 5-HT1E Ga15 NFAT-bla reporter, FRET, antagonist; inhibition, % at 6 µM; 65,000 tested, 0.99% active; AID 571;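 active means inhibition above a set limit, the mean inhibition across every tested compound plus 3 SD, cut at about 29% in these data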;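 further: signal is the 460 over 535 nm emission ratio of beta-lactamase substrate; 0% = agonist plus DMSO wells and 100% = wells without agonist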
Target sequence (P28566 whole entry, looked up): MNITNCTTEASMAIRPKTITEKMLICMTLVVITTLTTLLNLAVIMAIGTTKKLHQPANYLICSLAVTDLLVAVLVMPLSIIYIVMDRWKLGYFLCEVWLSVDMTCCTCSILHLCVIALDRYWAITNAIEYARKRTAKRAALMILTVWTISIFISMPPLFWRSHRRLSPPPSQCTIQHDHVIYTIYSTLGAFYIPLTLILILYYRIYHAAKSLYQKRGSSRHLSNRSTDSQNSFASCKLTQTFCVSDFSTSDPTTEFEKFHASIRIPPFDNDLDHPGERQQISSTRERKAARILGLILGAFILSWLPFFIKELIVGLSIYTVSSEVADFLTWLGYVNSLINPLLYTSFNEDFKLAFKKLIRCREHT
AP complement – orthogonal test for alternative complement pathway inhibitors | Human serum alternative complement pathway, LPS-coated ELISA, C3 deposition; tested in compound mixtures | inhibition, % at 5 µM | 62,000 tested, 0.08% active | AID 1235;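 active means inhibition above 30% in each of the two pooled mixtures holding the compound, so the lower value exceeds 30%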;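 further: 0% = serum in Mg-EGTA without compound and 100% = EDTA serum blank; some compounds past the cut are filed as inactive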
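Assay system: Human serum alternative complement pathway, C3 deposition on LPS-coated wells | Incubation: 1 h serum-compound exposure at 37 °C | Doses: 5 µM per compound in ten-compound mixtures | Read-out: Percent inhibition | Technique: ELISA with HRP anti-human C3 antibody, TMB substrate, absorbance 450 nm | Replication: Two pool placements per compound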
Ecoli tolC – E. coli tolC mutant growth inhibition | 65,000 tested, 2.2% active | growth inhibition, % at 10 µM (by protocol) | E. coli BW25113 tolC mutant growth, OD615;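 active means growth inhibition at or above a cutoff equal to the mean over every tested compound plus 3 SD, cut at about 60% in these data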;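 further: growth measured after 20 h incubation at 37 °C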
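Signal: optical density read at 615 nm; Assay system: E. coli ΔtolC::kan strain BW25113; Times: 20 h incubation with compound, 37 °C; Dosing: 10 µM final, single dose.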
S1P1 ag-PAM – S1P1 (human) agonism or agonism potentiation | P21453 | 56,000 tested, 0.57% active | activation, % at 9.5 µM | AID 449 | S1P1 CRE-bla cells, forskolin, beta-lactamase FRET, potentiator mode; S1P1 agonist co-added at EC20, 2 nM; 100% = saturating reference agonist, 0% = basal;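 active means activation above a cutoff set at the mean activation of all tested compounds plus 3 SD, cut at about 54% in these data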;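 further: forskolin at 4 µM as EC80 and the EC20 agonist is SEW2871; 100% = SEW2871 at its EC100 plus forskolin at EC80; some compounds past the cut are filed as inactive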
5HT1E ag – 5-HT1E (human) receptor agonism. P28566. CHO 5-HT1E Ga15 NFAT-bla reporter, FRET; 0% DMSO wells, 100% control agonist wells. activation, % at 6 µM. 65,000 tested, 0.69% active;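 active means activation above a set limit, the screen-wide mean activation plus 3 SD, cut at about 8.5% in these data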;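 further: 100% = positive control agonist at 1 µM giving full maximal response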
RORa activator – activators of human nuclear receptor RORA | 65,000 tested, 1.5% active | CHO-K1 Gal4-RORA LBD luciferase reporter, luminescence; percent increase over mock-subtracted basal signal | AID 560 | activation, % at 10 µM | P35398;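 active means activation above the mean of all tested compounds plus 3 SD, cut at about 49% in these data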;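 further: 0% = DMSO-treated RORA cells and 100% = added signal equal to DMSO minus mock-transfected cells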
SF-1 act – SF-1 (human) activation. Q13285. CHO-K1 Gal4-SF-1 LBD luciferase reporter; % increase over DMSO SF-1-specific signal. activation, % at 10 µM. 65,000 tested, 1.9% active;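 active means activation above the mean activation of all tested compounds plus 3 SD, cut at about 50% in these data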
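Compound – one dose, 10 µM compound, 1% DMSO · Test system – transient Gal4-SF-1 LBD reporter, CHO-K1 · Input – 4,000 cells in each well · Read-out basis – percent activation relative to DMSO median and mock-transfected background · Replicates – single measurement per compound · Technique – steady-glow luciferase luminescence, read after 15 min reagent incubation · Timing – 20 h compound treatment, 37 °C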
* marks the source's active call; other numbers are inactive results; . = no result given.

SMILES	S1P3 ag	5-HT1A blocker	5HT1E antag	AP complement	Ecoli tolC	S1P1 ag-PAM	5HT1E ag	RORa activator	SF-1 act
CCOC(=O)NC1(C(F)(F)F)C(=O)N(Cc2ccccn2)C2=C1C(=O)CC(C)(C)C2 (centres undefined)	-0.6	2	-10	8	-22	-5	-0.2	9	-15
CCCN(CC(=O)c1cc(C)n(C)c1C)S(=O)(=O)c1cccc(C(F)(F)F)c1	-1.1	9	11	20	49	24	-0.6	-17	-16
CC(=O)NCCc1csc(-c2ccccc2)n1	0.4	-9	-21	.	-14	-3	-0.6	7	-2
O=c1cc(O)n(-c2ccccc2F)c(=S)[nH]1	-0.7	7	6	-4	-19	-8	0.1	-18	-6
CCOC(=O)C1CCN(C(=O)C2CCN(S(=O)(=O)c3cccc4cccnc34)CC2)CC1	-1.0	13	7	21	-6	-1	0.2	8	-6
CCCC(C)C(=O)Nc1ccc2c(c1)OCCO2 (centres undefined)	-1.5	15	10	-17	-2	-3	-1.8	-8	18
O=C(COc1ccc2c(c1)CCC2)N1CCc2ccccc21	0.1	13	3	16	4	33	-0.6	38	47
Cc1ccc(OCC(=O)N2CCN(C(=O)c3cccs3)CC2)cc1	-0.4	1	7	4	-2	.	0.6	10	26
CNC(=O)CN1C(=O)C2C3C=CC(C3)C2C1=O (centres undefined)	-0.3	-17	-1	11	-11	-22	0.9	1	5
CCOc1cc2c(cc1OCC)C(c1ccc(O)c(OC)c1)NCC2 (centres undefined)	-0.1	10	15	1	-8	-32	-0.5	-14	-8
COc1cccc(NS(=O)(=O)c2ccc3c(c2)n(C)c(=O)c(=O)n3C)c1	-0.2	-6	8	16	-11	-12	-0.6	1	14
Cc1nc2ccc(S(=O)(=O)NCC(=O)N3CCc4ccccc4C3)cc2s1	-1.0	14	-3	-5	2	12	-0.8	16	9
CNc1nc(SCC(=O)OC)nc(N2CCOCC2)n1	.	5	13	10	-6	.	-0.1	8	9
CC(C)(C)c1cc(CNC2CS(=O)(=O)C[C@@H]2O)cc(C(C)(C)C)c1O (some centres undefined)	-0.6	-1	-6	16	6	-14	0.1	-12	-8
CC(C)(C)NC(=O)C(c1ccco1)N(C(=O)Cn1nnc(-c2ccc(F)cc2)n1)c1cccc(F)c1 (centres undefined)	-0.8	-3	8	13	67*	-7	10*	-2	-13
COc1ccc(NC(=O)c2c(NC(=O)CNCc3ccco3)sc3c2CCC3)c(OC)c1	-0.9	36	-23	15	16	-36	1.0	23	8
COc1ccc(N(C(=O)Cn2nnc3ccccc32)C(C(=O)NCc2ccco2)c2cccnc2)cc1 (centres undefined)	-1.5	6	0	-4	-11	-4	-0.5	-24	-14
CC(C)C(=O)Nc1ccccc1N1CCN(C(=O)c2ccccc2)CC1	0.5	-3	-11	2	-1	-10	-0.3	-12	23
O=C(CCSc1ccccc1)Nc1ccc(S(=O)(=O)N2CCOCC2)cc1	-0.8	-8	-19	5	31	-11	-0.4	6	0
COC(=O)c1ccc(OCC(=O)c2ccc(O)cc2O)cc1	-0.3	-10	-5	15	-11	14	-0.3	0	8
CCCCc1cc(=O)oc2c(CN(C)C)c(O)ccc12	-0.2	-19	-8	14	-11	-18	2.0	-13	-9
COc1cc(OC)cc(C(=O)N2CCCc3ccccc32)c1	-0.3	3	1	7	14	-8	0.4	7	26
CCn1nc(NC(=O)c2ccncc2)c2cc3ccccc3nc21	1.9	-3	24	-6	-1	-31	-0.4	1	-10
COC(=O)c1cc(C(=O)OC)cc(N2C(=O)CN=C2Nc2nc(C)cc(C)n2)c1	-1.2	15	12	-2	-9	-14	-0.7	-19	1
CCCC(=O)Nc1ccc(C(=O)O)cc1NC(=O)CCC	0.1	-5	-6	15	-18	.	0.9	-7	-7

New compounds follow.
SMILES	S1P3 ag	5-HT1A blocker	5HT1E antag	AP complement	Ecoli tolC	S1P1 ag-PAM	5HT1E ag	RORa activator	SF-1 act
CCOC(=O)C1CCCN(S(=O)(=O)c2ccc(OC)c3ccccc23)C1 (centres undefined)	-1.0	8	4	16	19	.	0.8	12	-3
CCCCOCCCNC(=O)c1ccc2c(c1)OCO2	-0.3	-4	4	14	-1	-6	-0.3	28	-5
Cc1ccc(-n2ncc3c(NCc4ccc5c(c4)OCO5)ncnc32)c(C)c1	-5.2	.	16	.	4	14	-0.5	-17	-14
CCCn1c(SCc2cc(=O)[nH]c3ccccc23)nc2c1c(=O)n(C)c(=O)n2C	-1.0	-9	-7	12	-20	-30	0.4	-12	-11
Cc1ccc(C2=[N+]([O-])C3(CCCCC/C3=N\O)N(O)C2(C)C)o1 (centres undefined)	-0.4	-11	3	-1	-15	.	0.6	-6	-3
COc1cc(CNC2CCCC2)cc(OC)c1OC	-1.0	-2	5	10	.	-6	-0.2	-4	-11
CCCCOc1ccccc1P(=O)(O)CP(=O)(c1ccccc1)c1ccccc1	-2.4	.	-3	.	16	1	-0.1	0	3
COc1cccc(NC(C)C(=O)N2CC(C)OC(C)C2)c1 (centres undefined)	0.4	-11	-3	-1	-6	3	1.3	-5	-1
CC(=O)NC(CC(C)C)C(=O)NC(Cc1ccccc1)C(N)=O (centres undefined)	-0.1	-5	-3	26	-32	-4	0.5	29	15
O=C(c1cccc2ccccc12)N1CCN(c2ccccc2F)CC1	0.1	-8	-2	18	27	-15	-0.7	-10	-10
O=S(=O)(c1ccccc1)c1nc(-c2ccco2)oc1NCc1cccnc1	-0.3	0	-3	5	9	-21	-0.4	-10	-2
CC1(C)NC(C)(C)C(O)(C(N)=O)C1=O (centres undefined)	-0.5	-8	0	5	-5	-4	1.3	-9	7
O=C(c1cc2ccccc2c(=O)o1)N1CCc2ccccc2C1	-0.8	-1	-9	2	-3	-11	0.5	-1	-8
O=C(CCN1C(=O)C2C3C=CC(C3)C2C1=O)NCCN1CCCc2ccccc21 (centres undefined)	-1.0	-14	13	17	-2	11	-0.7	10	8
CCOC(=O)CN1C(=O)C2(OCCCO2)c2ccccc21	.	-13	-4	1	-8	.	-0.9	-23	-8
Cc1ccc2cc(CN(CC3CCCO3)C(=O)NC3CCCCC3)c(=O)[nH]c2c1C (centres undefined)	-0.5	0	-15	1	47	10	0.9	-2	2
COC(=O)C(C)n1cnc2c(nnn2Cc2ccc(Cl)cc2)c1=O (centres undefined)	-0.3	-5	8	14	-4	-28	0.3	-4	-3
O=C(Cn1c(=O)n(-c2cccc(Cl)c2)c(=O)n1CC(=O)N1CCCCC1)N1CCCCC1	-0.7	-2	2	12	-3	0	0.0	-1	-7
O=C1c2ccccc2C(=O)N1CCCc1nc(-c2ccccn2)no1	-1.0	-11	-10	-2	-12	.	0.1	-1	3
COC(=O)c1cc2ccsc2n1CC(=O)N1CCCc2ccccc21	-0.1	26	-1	15	30	11	-1.0	-4	-6
COc1ccc2c(CC(=O)OCC(=O)c3ccc(F)cc3)coc2c1	0.8	5	6	4	-9	4	-0.5	-1	1
COc1cc(-c2nc(N)n[nH]2)cc(OC)c1OC	0.6	-2	0	2	-26	-24	-1.6	-18	12
CC(=O)Nc1nn(C)c2nc3cc(C)ccc3cc12	-0.7	-5	-9	-16	-5	-4	0.1	10	-19
CCOC(=O)C1CCN(Cc2ccc(O)c(OC)c2)CC1	-1.2	1	24	8	-14	-20	-0.9	-22	-20
CCOC(=O)c1ccc(NC(=O)N2CCN(S(C)(=O)=O)CC2)cc1	-0.2	-3	-4	5	-10	-18	-0.7	-8	15

Continued.
SMILES	S1P3 ag	5-HT1A blocker	5HT1E antag	AP complement	Ecoli tolC	S1P1 ag-PAM	5HT1E ag	RORa activator	SF-1 act
CN(C)S(=O)(=O)c1ccc(/C(O)=C2/C(=O)C(=O)N(Cc3cccnc3)C2c2ccco2)cc1 (centres undefined)	-1.7	-1	-2	-17	-5	4	0.4	-15	3
Oc1c(C(c2cccc(F)c2)N2CCN(Cc3ccccc3)CC2)sc2ncnn12 (centres undefined)	-0.7	-2	3	-4	1	7	0.3	21	31
COc1ccc(S(=O)(=O)N2CCCC2C(=O)Nn2cnnc2)cc1 (centres undefined)	0.7	3	-1	17	-13	-7	0.0	14	-6
CC1(C)Cc2noc(N)c2C(C)(C)N1OC(=O)c1ccco1	-0.2	24	-1	16	-3	4	-0.1	16	0
COc1ccc(C(CC(=O)O)NC(=O)c2ccco2)cc1OC (centres undefined)	-1.1	-6	2	.	-14	-8	-0.8	-17	-4
Cc1c(C(=O)O)nnn1-c1ccccc1	0.2	-3	0	6	-15	-5	-0.4	-5	0
COc1ccc2oc(C(=O)C3CC3)c(N)c2c1	-1.3	0	-10	6	.	9	0.9	68*	74*
Cc1ccc(NC(=O)c2nnn(-c3cc(C)cc(C)c3)c2N)cc1	-1.3	4	20	11	67*	11	-0.7	66*	70*
CCOc1ccc(N(C(C)C(=O)Nc2ccc(OC)cc2)S(C)(=O)=O)cc1 (centres undefined)	0.2	-11	-2	9	5	-10	0.7	-2	-6
CCC1CCCCN1C(=O)c1nn2cccnc2c1Cl (centres undefined)	-0.5	-13	4	7	1	.	-0.9	-4	8
CSc1nc(C)nc2c1c(=O)n(C)c(=O)n2C	-0.4	-1	2	28	-12	-13	0.6	-17	-7
COC(=O)c1cc(=O)n2c(-c3ccccc3)csc2n1	-0.9	0	-1	-15	-10	6	0.6	-10	-2
Cc1ccc2c(CC(=O)OCc3csc(C)n3)coc2c1	.	1	15	9	8	.	-1.8	15	-12
COCCNc1nc2c(c(=O)n(C)c(=O)n2C)n1Cc1cccc(C)c1	0.1	-10	0	18	-13	18	0.6	-36	2
CS(=O)(=O)N(CC(N)=O)c1ccc2c(c1)OCO2	-0.1	12	24	-20	-17	18	-0.2	20	5
FC(F)(F)C12CC(c3ccccc3)=NCCN1CCN2 (centres undefined)	.	-9	-6	1	3	.	0.7	-2	3
CC1(C)CC(c2csc(N)n2)CCO1 (centres undefined)	0.7	-22	-7	16	-16	-30	0.6	-13	-10
Cc1occc1C(=O)NC(C)C(C)(C)C (centres undefined)	-2.0	-9	-4	14	1	8	-0.7	-14	-12

3 of these compounds in a different format.
| Structure | S1P3 ag | 5-HT1A blocker | 5HT1E antag | AP complement | Ecoli tolC | S1P1 ag-PAM | 5HT1E ag | RORa activator | SF-1 act |
| --- | --- | --- | --- | --- | --- | --- | --- | --- | --- |
| COc1ccc2oc(C(=O)C3CC3)c(N)c2c1 | -1.3 | 0 | -10 | 6 | . | 9 | 0.9 | 68* | 74* |
| COc1ccc(S(=O)(=O)N2CCCC2C(=O)Nn2cnnc2)cc1 (centres undefined) | 0.7 | 3 | -1 | 17 | -13 | -7 | 0.0 | 14 | -6 |
| Cc1occc1C(=O)NC(C)C(C)(C)C (centres undefined) | -2.0 | -9 | -4 | 14 | 1 | 8 | -0.7 | -14 | -12 |
